TAAR1 ag = human TAAR1 agonists, primary screen, Fluo-8 calcium fluorescence, CHO RD-HGA16 cells; Trace amine-associated receptor 1 (Homo sapiens), Q96RJ0; vehicle wells 0%, saturating PEA agonist 100%; activation, % at 3 µM; actives 0.99% (n = 360,000); AID 624467, 2012;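 active = activation above the mean activation of all test compounds in the run plus 3 SD, cut at about 38% in these data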
Target sequence (Q96RJ0 whole entry, looked up): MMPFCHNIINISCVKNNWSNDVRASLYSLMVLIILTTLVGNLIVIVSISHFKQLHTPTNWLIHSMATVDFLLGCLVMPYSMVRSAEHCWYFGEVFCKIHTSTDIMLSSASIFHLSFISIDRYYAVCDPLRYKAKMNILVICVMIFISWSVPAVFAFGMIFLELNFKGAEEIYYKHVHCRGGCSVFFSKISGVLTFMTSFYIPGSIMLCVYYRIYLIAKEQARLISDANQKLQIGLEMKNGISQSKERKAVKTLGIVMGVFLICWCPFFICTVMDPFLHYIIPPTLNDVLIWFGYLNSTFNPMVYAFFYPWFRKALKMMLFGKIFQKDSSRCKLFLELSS
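Assay system – CHO-derived RD-HGA16 cells with stable Gα16 and human TAAR1 · Compound dosing – one-point dosing at 3 µM (nominal) · Incubation – 17-24 h seeding, 75 min 37 °C dye, 30 min RT · Measured by – kinetic Fluo-8 calcium fluorescence · Control set – DMSO vehicle as 0%, PEA at EC100 as 100% · Repeats – single well for each compound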
CHRM1 PAM = human M1 muscarinic receptor positive allosteric modulators, primary screen, CHO-K1 cells, Fluo-8 calcium fluorescence, 1536-well. CHO-K1 hM1, ACh EC20; 0% = ACh EC20, 100% = maximal ACh. activation, % at 3 µM. actives 0.088% (n = 360,000); in the data active = activation above about 19%, passing the limit was not always enough
M5 ag = human M5 muscarinic receptor agonists, primary screen, CHO-K1 cells, Fluo-8 calcium fluorescence; Muscarinic acetylcholine receptor M5 (Homo sapiens), P08912; CHO-K1 hM5 cells; 0% DMSO wells, 100% maximal acetylcholine response; activation, % at 3 µM; actives 0.19% (n = 360,000); AID 624037, 2012;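 active = activation above the run's mean over test compounds plus 3 SD, cut at about 23% in these data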;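 note: signal is peak over basal fluorescence ratio across the kinetic read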
Target sequence (P08912 whole entry, looked up): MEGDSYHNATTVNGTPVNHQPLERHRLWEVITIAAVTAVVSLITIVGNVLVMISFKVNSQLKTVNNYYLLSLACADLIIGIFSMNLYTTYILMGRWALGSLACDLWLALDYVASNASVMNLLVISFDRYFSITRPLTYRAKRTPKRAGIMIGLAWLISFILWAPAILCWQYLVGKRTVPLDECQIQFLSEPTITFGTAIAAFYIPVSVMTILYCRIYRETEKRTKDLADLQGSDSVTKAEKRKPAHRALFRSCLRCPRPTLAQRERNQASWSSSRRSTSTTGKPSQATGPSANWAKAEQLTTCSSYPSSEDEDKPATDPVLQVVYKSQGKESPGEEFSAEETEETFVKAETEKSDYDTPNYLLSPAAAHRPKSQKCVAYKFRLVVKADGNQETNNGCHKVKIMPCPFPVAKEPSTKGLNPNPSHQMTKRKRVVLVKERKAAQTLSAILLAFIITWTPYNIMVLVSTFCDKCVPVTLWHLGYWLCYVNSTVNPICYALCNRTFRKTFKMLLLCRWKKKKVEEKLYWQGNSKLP
M4 ag = human M4 muscarinic receptor agonists, primary screen, CHO-K1 cells, Fluo-8 calcium fluorescence | Muscarinic acetylcholine receptor M4 (Homo sapiens), P08173 | CHO-K1 hM4/Gqi5; vehicle 0%, full acetylcholine response 100% | activation, % at 3 µM | actives 0.14% (n = 360,000) | AID 624127, 2012;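 active = activation above the run mean over all test wells plus 3 SD, cut at about 32% in these data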;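 note: peak over basal fluorescence ratio per well then scaled between controls; 0% = DMSO wells and 100% = acetylcholine at EC100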
M1 ag = human M1 muscarinic receptor agonists, primary screen, Fluo-8 calcium fluorescence, CHO-K1 cells, HTS. CHO-K1 hM1, agonist mode; 0% DMSO, 100% acetylcholine EC100. activation, % at 3 µM. actives 0.33% (n = 360,000);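 active = activation above the run's mean compound activation plus 3 SD, cut at about 16% in these data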;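 note: peak over basal fluorescence ratio within a 140 s kinetic read after compound addition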
M1 antag = human M1 muscarinic receptor antagonists, primary screen, CHO-K1 cells, Fluo-8 calcium fluorescence, 1536-well | CHO-K1 hM1, ACh EC80 antagonist | actives 1.3% (n = 360,000) | Muscarinic acetylcholine receptor M1 (Homo sapiens), P11229 | inhibition, % at 3 µM | AID 588852, 2011;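 active = percent inhibition above its own plate's cutoff, namely the mean of that plate's compound wells plus 3 SD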;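 note: peak over basal fluorescence ratio during 140 s after agonist addition; 0% = ACh EC80 plus DMSO and 100% = DMSO alone without agonist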
M5 antag = human M5 muscarinic receptor antagonists, primary screen, CHO cells, Fluo-8 calcium fluorescence | Muscarinic acetylcholine receptor M5 (Homo sapiens), P08912 | CHO-hM5 cells, ACh EC80 | inhibition, % at 3 µM | actives 0.59% (n = 360,000) | AID 624040, 2012;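 active = inhibition above a per-plate cutoff, the mean of that plate's test compounds plus 3 SD, cut at about 27% in these data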;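 note: 0% = acetylcholine EC80 with DMSO and 100% = DMSO without agonist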
CHRM5 PAM = human M5 muscarinic receptor positive allosteric modulators, primary screen, CHO-K1 cells, Fluo-8 calcium fluorescence. Muscarinic acetylcholine receptor M5 (Homo sapiens), P08912. CHO-K1 hM5, ACh EC20 PAM; 0% = ACh EC20, 100% = ACh EC100. activation, % at 3 µM. actives 0.3% (n = 360,000). AID 624038, 2012;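 active = activation above the run cutoff, the mean activation of all test compounds plus 3 SD, cut at about 18% in these data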
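System: CHO-K1 cell line with stable human muscarinic M5 receptor expression | Also added: EC20 acetylcholine as agonist stimulus | Compound: One concentration, 3 µM final (nominal) | Timing: Fluo-8 loading 80 min at 37 °C plus 30 min room temperature | Measured by: Fluo-8 calcium dye fluorescence, kinetic read | Read-out basis: % activation, ACh-normalized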
CHRM4 antagonist = human M4 muscarinic receptor antagonists, primary screen, CHO cells, Fluo-8 calcium fluorescence | Muscarinic acetylcholine receptor M4 (Homo sapiens), P08173 | CHO-hM4 cells, ACh EC80 | inhibition, % at 3 µM | actives 0.73% (n = 360,000) | AID 624125, 2012;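 active = inhibition above its plate's cutoff, the mean inhibition of sample wells plus 3 SD, cut at about 27% in these data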;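 note: 0% = acetylcholine EC80 with DMSO and 100% = DMSO without agonist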
An asterisk follows results filed as active; x = not tested or not shown. An excerpt. The share of hits here may be higher or lower than overall.

SMILES	TAAR1 ag	CHRM1 PAM	M5 ag	M4 ag	M1 ag	M1 antag	M5 antag	CHRM5 PAM	CHRM4 antagonist
Fc1ccc(C2CCCN2Cc2nc(Cc3ccccc3F)no2)cc1 (stereo not drawn)	-1.3	11.1	-1.5	-0.3	-4.7	-12.6	-0.3	1.6	-1.2
Cc1ccc(-n2c(=O)cc(NCc3cccnc3)[nH]c2=O)cc1	9.3	2.0	-0.6	0.6	-3.0	-4.9	11.0	-3.1	6.3
COc1ccc(CNC(=O)CN2CCN(S(=O)(=O)c3cccs3)CC2)cc1OC	2.5	2.3	-2.7	3.1	-6.2	-0.7	11.4	0.7	-13.7
COc1ccc(/C=C(\NC(=O)c2ccc(C)cc2)C(=O)Nc2ccc(C(=O)O)cc2)cc1	0.2	4.6	-4.5	0.4	-5.3	0.6	5.3	-1.7	6.8
CN1CCN(c2ccc(NC(=O)c3cccc(OCc4ccccc4)c3)cc2)CC1	54.1*	-22.7	-6.5	3.8	-9.7	-17.0	9.7	-16.5	5.1
COc1cccc(-c2cc(NC=O)c3ncc(-c4ccc(C(C)=O)cc4)n3c2)c1	5.1	-6.8	-0.7	17.1	-2.7	16.1	7.3	-12.1	-5.8
O=C(O)CCCCCCCCCCCc1ccccc1	-0.3	3.6	-0.4	1.1	-2.7	-6.5	-0.1	2.2	-12.8
O=[N+]([O-])c1cc(S(=O)(=O)N2CCCCCC2)ccc1F	4.2	2.8	-0.8	1.6	-3.8	3.0	20.7	-6.5	24.0
CC(=O)Nc1ccc(S(=O)(=O)N2CCC(n3cnc4cc(F)ccc43)CC2)cc1	14.4	4.7	-10.4	2.2	-3.5	-9.1	-2.4	-7.6	-11.1
C=CCNCC(O)COc1ccc(C(C)=O)cc1OC (stereo not drawn)	2.3	6.5	2.3	0.8	-3.3	-11.9	3.9	2.9	-5.8
CC1(C)Oc2ccc(C(=O)NN)cc2NC1=O	9.6	7.2	-1.5	8.8	-3.1	-5.3	13.8	-6.4	3.5
CCN(CC)C(=S)SCC(=O)c1c(C)[nH]c2ccccc12	2.0	3.6	-4.4	4.4	-5.3	-3.5	3.9	-8.2	-18.9
COc1cc2cc(CCCOC(=O)c3ccc4c(c3)OCO4)oc(=O)c2cc1OC	4.7	5.7	-4.5	2.2	-10.4	-0.2	3.0	4.0	-1.1
Cc1ccc(C2(C)NC(=O)N(CC(=O)N3CCN(S(=O)(=O)c4cccc(F)c4)CC3)C2=O)cc1 (stereo not drawn)	1.7	13.4	-1.6	2.3	-2.0	-14.6	3.8	4.6	0.5
CCOC(=O)N1CC=C2C(C#N)=C(N)C(C#N)(C#N)[C@H](c3cccs3)[C@H]2C1	x	5.3	0.5	-0.9	-0.9	-11.8	-2.2	-2.7	9.6
CCCCCNCC(=O)Nc1cccc(C(=O)Nc2cccc(C(F)(F)F)c2)c1	72.3*	2.9	16.2	30.8	9.3	13.8	12.2	-8.1	18.2
CCN(CC)S(=O)(=O)N1CCC(C(=O)NCCC2=CCCCC2)CC1	8.8	-0.5	1.6	2.4	-7.3	3.8	-12.3	-0.3	1.4
CCOc1cc(C2Nc3ccccc3C(=O)N2c2ccccc2OC)ccc1O (stereo not drawn)	4.3	8.8	-7.1	0.2	-1.7	-11.5	-2.7	7.0	7.7
CCOC(=O)Cc1csc(NC(=O)Cn2cnc3c2c(=O)n(C)c(=O)n3C)n1	3.9	-0.4	0.4	0.5	-7.1	0.9	13.1	-5.5	7.7
CCCCN1C(=O)C(O)(CC(=O)c2c(C)n[nH]c2C)c2cc(Br)ccc21 (stereo not drawn)	1.0	14.7	-0.2	2.3	-4.2	-1.1	2.9	1.6	8.3
Cc1ccc(N2C(=O)C(c3c(C)[nH]n(-c4ccccc4)c3=O)(C(F)(F)F)C3=C2CC(C)(C)CC3=O)cc1 (stereo not drawn)	4.6	12.8	1.9	-0.7	-1.9	-14.2	1.1	2.8	3.2
COc1ccc(-n2c(C)nnc2SCC(=O)N2CCOCC2)cc1	-0.4	1.9	1.3	0.3	-4.6	-6.2	-2.8	2.1	5.4
CCOC(=O)c1[nH]c2ccc(OC)cc2c1NC(=S)N1CCN(c2ccccc2)CC1	-0.1	-7.7	-0.8	1.8	-7.5	4.6	1.9	-3.2	3.8
CCc1nc(SCc2cccnc2)[nH]c(=O)c1C	5.2	4.4	-4.9	-1.2	-3.1	-2.2	6.8	-2.0	5.2
NCCc1nc(-c2ccccc2)cs1	56.2*	8.6	-8.6	1.5	-5.7	-4.8	-1.5	6.0	-8.3

Full records as entered above:
`CCc1nc(SCc2cccnc2)[nH]c(=O)c1C` as listed: TAAR1 ag = 5.2; CHRM1 PAM = 4.4; M5 ag = -4.9; M4 ag = -1.2; M1 ag = -3.1; M1 antag = -2.2; M5 antag = 6.8; CHRM5 PAM = -2.0; CHRM4 antagonist = 5.2
`CCCCN1C(=O)C(O)(CC(=O)c2c(C)n[nH]c2C)c2cc(Br)ccc21` (stereo not drawn) as listed: TAAR1 ag = 1.0; CHRM1 PAM = 14.7; M5 ag = -0.2; M4 ag = 2.3; M1 ag = -4.2; M1 antag = -1.1; M5 antag = 2.9; CHRM5 PAM = 1.6; CHRM4 antagonist = 8.3

Next section
SMILES	TAAR1 ag	CHRM1 PAM	M5 ag	M4 ag	M1 ag	M1 antag	M5 antag	CHRM5 PAM	CHRM4 antagonist
Cc1cc(C)nc(NC(=NCc2ccc3c(c2)OCO3)NC(=O)Nc2ccccc2)n1	1.0	-14.3	-2.0	-0.8	-7.3	32.2*	9.7	-3.8	9.8
Cc1cc(=O)n2[nH]c(SCc3c(F)cccc3Cl)nc2n1	2.1	1.2	-0.5	11.3	-4.3	2.2	13.5	-8.7	1.3
COc1cccc(/C=C2\SC(=S)N(CCCC(=O)Nc3cccc(C(=O)O)c3)C2=O)c1	x	6.6	-0.8	0.6	-2.5	-8.2	0.7	4.6	3.0
CCOC(=O)C1=CCN(S(=O)(=O)c2ccc(Cl)cc2)C1c1ccccc1 (stereo not drawn)	-0.4	-1.5	-1.8	4.1	-3.6	4.0	-4.3	-6.5	-11.9
O=C(C[C@H]1C/C=C\CC[C@@H](Cc2ccc(F)cc2)C(=O)O[C@@H](c2ccccc2)CNC1=O)N[C@H](CO)Cc1ccccc1	4.1	9.1	0.6	1.8	-1.9	-14.0	1.0	1.8	-5.7
CCN(CC)C(=O)C1=C(C)N(CCCN2CCCC2=O)C(=O)C(CC(=O)NCc2ccco2)C1 (stereo not drawn)	0.5	8.1	-0.4	1.1	-2.8	-6.7	-15.5	12.2	-29.6
Cc1cc(C)cc(NC(=O)N2CCCN(c3ncccc3[N+](=O)[O-])CC2)c1	1.9	-3.6	-8.2	-0.5	-1.9	5.2	7.9	-3.9	1.3
CCN(CC)S(=O)(=O)c1ccc(C(=O)NCc2ccc3c(c2)OCO3)cc1	4.0	3.6	-2.6	2.0	-4.2	7.9	8.6	-5.2	-1.2
COc1ccccc1CNC(=O)C1CC(c2c(Cl)cccc2Cl)=NO1 (stereo not drawn)	7.5	-0.8	0.1	8.0	-5.4	-11.4	-1.5	4.7	-2.9
CN(C)CCNc1oc(-c2ccccc2F)nc1C#N	1.2	5.2	2.1	0.5	-3.4	-10.1	-3.2	0.9	-5.7
CS(=O)(=O)N(CC(=O)Nc1c(F)cccc1F)c1ccc(C23CC4CC(CC(C4)C2)C3)cc1	9.4	5.0	7.9	1.2	21.0*	10.9	7.6	-1.6	-4.0
O=C(Cn1nnc(-c2cccc(C(F)(F)F)c2)n1)NC1CCCC1	22.5	4.4	-0.5	0.2	-1.2	-3.3	-1.8	-4.0	4.0
Cc1cc(C)c(C)c(S(=O)(=O)Nc2ccccc2C(=O)O)c1C	4.7	1.3	-0.3	-0.2	-5.2	5.0	-0.4	1.7	-2.7
O=C(NC(=O)c1ccccc1)OCC(F)(F)F	9.3	3.6	-1.3	0.3	-3.9	0.8	1.4	-15.8	6.9
COc1cc(/C=C/CO)cc(OC)c1OC/C=C(\C)CCC=C(C)C	-2.2	7.9	-0.9	1.6	-2.6	-18.9	7.7	-4.1	-11.1
COCC1CCN(C(=O)c2cc(COc3ccccc3SC)on2)C1 (stereo not drawn)	0.7	13.2	-5.4	3.0	1.3	-1.0	2.5	-4.1	-7.1
COc1cc(CCNC(=O)CCCn2c(=O)c3cccn3c3cccnc32)cc(OC)c1OC	2.9	8.4	-2.0	4.4	-1.6	-11.7	7.5	-2.1	-2.0
Cc1ccc(S(=O)(=O)N2CC3C(=O)C[C@@H](c4ccccc4)N(S(=O)(=O)c4cccc(Cl)c4)C3CC2c2ccccc2)cc1 (stereo partly drawn)	1.5	x	1.1	4.2	x	x	0.8	-5.3	5.6
CCOc1ccc(NS(=O)(=O)c2ccc(OC)c(NC(=O)c3ccc4c(c3)OCCO4)c2)cc1	-1.4	6.3	-2.7	0.7	-1.0	-10.6	6.4	-5.7	0.3
NCCCCCC(=O)Nc1ccncc1	2.7	-5.2	5.9	2.1	-2.8	2.1	-5.2	6.7	-11.3
Cc1ccc(Cl)cc1NC(=S)N(Cc1cccnc1)Cc1ccccc1Cl	-2.3	-0.6	-1.7	3.0	-3.6	6.9	-4.4	9.0	-6.7
CCOc1ccc(C(=O)CN2C(=O)NC3(CCCCCC3)C2=O)cc1	8.1	5.0	-1.7	7.4	-2.0	-8.3	6.6	1.9	-16.9
COc1ccc(C(O)c2ncc(-c3ccccc3F)[nH]2)cc1 (stereo not drawn)	2.5	4.9	0.9	0.3	-2.3	-10.6	4.0	-0.5	0.5

Look-ups from the results shown.
M5 ag result of COc1cccc(/C=C2\SC(=S)N(CCCC(=O)Nc3cccc(C(=O)O)c3)C2=O)c1 = -0.8
CHRM4 antagonist result of CCOc1ccc(C(=O)CN2C(=O)NC3(CCCCCC3)C2=O)cc1 = -16.9
CHRM5 PAM result of O=C(Cn1nnc(-c2cccc(C(F)(F)F)c2)n1)NC1CCCC1 = -4.0
CHRM4 antagonist result of NCCCCCC(=O)Nc1ccncc1 = -11.3
M4 ag result of COc1cc(/C=C/CO)cc(OC)c1OC/C=C(\C)CCC=C(C)C = 1.6
CHRM1 PAM result of CCN(CC)C(=O)C1=C(C)N(CCCN2CCCC2=O)C(=O)C(CC(=O)NCc2ccco2)C1 (stereo not drawn) = 8.1

Screening results from PubChem.
